Screens (PubChem BioAssay)
Dynein transport: blocks dynein driven cargo transport along microtubules; 3617.4 mouse cells, GR-EGFP nuclear translocation imaging; test concentration mostly 20 µM; stimulated with dexamethasone, 1 µM; active compounds read low; z-score, hits read low; 220,000 compounds, 0.47% hits;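 active = plate z-score of nuclear minus cytoplasmic receptor signal below a set negative limit, without overly bright fluorescence or cell loss, cut at about -3.5 in these data, passing the limit was not always enough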;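 also: z-score of nuclear minus cytoplasmic ring GR-EGFP intensity difference per well; some compounds called inactive have numbers as strong as hits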
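Buffer or medium: tet-free medium with charcoal-stripped serum / Also added: dexamethasone agonist, 1.0 µM final, for 30 min / Timing: induction 48 h, compound 1 h, agonist 30 min / Measured by: high-content fluorescence imaging after fixation / Read-out: nuclear-to-cytoplasmic GR-EGFP distribution per well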
WT yeast gro inh: growth inhibition of WT yeast, mitochondrial fusion screen; AID 1362; inhibition, % at 10 µM; 190,000 compounds, 2.1% hits; mitochondrial fusion phenotypic screen, WT strain; in the data active = inhibition above about 58%; tested in S. cerevisiae
Autophagy HCS: modulators of autophagy. MEF GFP-LC3 puncta imaging; test concentration mostly 10 µM. calls only at 10 µM (by protocol). 190,000 compounds, 0.98% hits;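 active = percentage of spot-positive cells more than 3 SD above its plate mean, without a fluorescence outlier flag or 80% toxicity; inconclusive = no clear call, values can overlap the other calls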;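 also: spot-positive cell cutoff set from DMSO-treated cells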
XIAP antagonists: small molecules displacing peptide from XIAP – biochemical, IAP family, fluorescence polarization (AID 1018). XIAP BIR domain, fluorescence polarization peptide displacement; higher % means a stronger effect. one-dose displacement, % at 20 µM; IC50 in µM for titrated hits. 200,000 compounds, 0.007% hits; in the data active = displacement above about 50%; also: a part of the inactive calls stands beside numbers as strong as those of hits
ER stress rescue: rescue of cells from ER stress-induced death, primary screen, 384-well, CSM14.1, thapsigargin, ATP luminescence (AID 1222) | one-dose cellular ATP content (survival), % at 20 µM; EC50 in µM for titrated hits | CSM14.1 thapsigargin-induced death rescue, ATP luminescence; higher % means a stronger effect | 190,000 tested, under 10 active;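 active = EC50 below 50 µM in the dose-response confirmation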;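 also: death triggered by thapsigargin at about 15 µM added after 2 h compound pretreatment; cell ATP read after overnight thapsigargin exposure of roughly 18 to 22 hours; normalized against plate controls of thapsigargin alone and 5% DMSO vehicle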
bCat nuc transl: beta-catenin nuclear translocation modulation; nuclear translocation activity, % at 5 µM; HeLa beta-catenin nuclear translocation, immunofluorescence imaging; 190,000 compounds, 0.3% hits;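 active = nuclear translocation activity above 50% at 5 µM, with a well cell count of 50 or more; inconclusive = wells under 50 cells across six images, flagged as toxic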;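 also: per-cell ratio of nuclear to cytoplasmic median beta-catenin stain intensity; plate controls were DMSO negative control for no effect and GSK-3 inhibitor IX positive control for full effect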
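Test system: human HeLa cells, native beta-catenin. Compound dosing: 5 µM primary single dose, 0.1% DMSO, 0.02–20 µM confirmation series. Incubation: compound exposure 24 h at 37°C. Detection: beta-catenin immunostaining with DAPI counterstain, 20x imaging, 6 fields/well. Read-out basis: Nuclear/cytoplasmic beta-catenin signal ratio, % activation.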
Insulin prom up: MIN6 insulin promoter up-regulation | MIN6 insulin promoter-GFP reporter, high-content imaging; active compounds read high | z-score at 5 µM | 190,000 compounds, 0.3% hits | AID 1625;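 active = z-score above 3 at 5 µM with at least 500 cells counted in the well; inconclusive = wells under 500 cells, flagged as cytotoxic or low count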
MT stabilizer: stabilizes microtubules in HeLa cells | HeLa tubulin immunostaining HCS, 24 h; share of cells brighter than vehicle mean+2SD | % tubulin-high responders, % at 10 µM | 200,000 compounds, 0.83% hits;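 active = plate Z-score above 3 for both tubulin-high and condensed-nucleus cell shares, with cell loss under 80%, at 10 µM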;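 also: anti alpha tubulin signal scored within the nucleus-defined area of each cell; some results filed as inactive read as strong as hits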
Hep lipid drop: hepatic lipid droplet formation modulation. inhibition, % at 6.5 µM. AML12 mouse hepatocytes, oleate lipid droplets, BODIPY imaging. 240,000 compounds, 0.4% hits;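 active = lipid droplet intensity inhibited by at least 50%, with more than 500 cells counted; inconclusive = wells with under 300 cells, treated as cytotoxic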
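Assay system: AML12 mouse liver cells | Compound: 6.5 µM single-point dosing | Schedule: Overnight exposure | Technique: Fluorescence imaging, 20x objective, two fields per well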
WT yeast gro inh mutant strain: also measured in WT yeast gro inh; calls as there; inhibition, %; mitochondrial fusion phenotypic screen, mutant strain inhibition
Dynein transport cytoplasmic EGFP: further read-out of Dynein transport, marked with its call; z-score; measured here: cytoplasmic GR-EGFP intensity; active compounds read high
Dynein transport nuclear GR-EGFP: recorded beside Dynein transport, whose call it bears; z-score; measured here: nuclear GR-EGFP intensity;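 lower value marks the stronger effect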
Dynein transport cell count: recorded beside Dynein transport, whose call it bears; z-score; measured here: cell count per field
Insulin prom up cell count: also measured in Insulin prom up; calls as there; cell count; measured here: cytotoxicity, nuclei count;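 total cells summed across four imaged fields per well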
Hep lipid drop cells 6.5 µM: further read-out of Hep lipid drop, marked with its call; cell count; measured here: cell count, cytotoxicity flag;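 cells counted across two imaged fields per well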
bCat nuc transl cell count 5 µM: also measured in bCat nuc transl; calls as there; cell count; measured here: cell count, cytotoxicity flag
MT stabilizer Hoechst-high %: recorded beside MT stabilizer, whose call it bears; % Hoechst-high responders; measured here: nuclear condensation Hoechst responders;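 share of cells brighter than vehicle mean plus two SD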
MT stabilizer cytotoxicity %: further read-out of MT stabilizer, marked with its call; toxicity, %; measured here: cytotoxicity by cell density;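 0% = mean cell density of plate MIN control wells and 100% = no cells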
Autophagy HCS cell loss 18 h: also measured in Autophagy HCS; calls as there; toxicity, %; measured here: cell loss, nuclei count;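 cell loss after 18 h compound exposure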
Starred values were filed as active, the others as inactive; i = inactive; ? = inconclusive; / = no result given.

SMILES	Dynein transport	Dynein transport cytoplasmic EGFP	Dynein transport nuclear GR-EGFP	Dynein transport cell count	WT yeast gro inh	WT yeast gro inh mutant strain	Autophagy HCS	Autophagy HCS cell loss 18 h	XIAP antagonists	ER stress rescue	bCat nuc transl	bCat nuc transl cell count 5 µM	Insulin prom up	Insulin prom up cell count	MT stabilizer	MT stabilizer Hoechst-high %	MT stabilizer cytotoxicity %	Hep lipid drop	Hep lipid drop cells 6.5 µM
CCOC(=O)c1cnc(-n2nc(C)cc2C)nc1Nc1cccc(C(=O)O)c1	-0.82	-0.35	-0.23	1.4	7	12	i	19	1.4%	-2.1%	-6.9	972	-0.58	1208	4.5	2.1	7.4	/	/
COC(=O)c1ccccc1NC(=O)CN1CCCCC1	-1.1	-0.31	-0.036	1.1	1	-15	i	16	-4.6%	0.6%	-0.5	1596	-0.21	1479	6.4	1.8	22	13	713
O=C(N/N=C/c1ccc2cccc(OCc3ccccc3)c2n1)c1ccc(Cl)cc1	1.1	-0.23	1.6	-1.3	4	-3	i	4	0.6%	-1.4%	1.7	1391	-0.76	1218	4.4	2.0	1.1	/	/
CC(=O)c1ccc(NC(=O)/C(=C\c2ccccc2)NC(=O)/C=C/c2ccccc2)cc1	-0.33	-0.18	-0.56	0.13	-12	-2	i	7	-6.6%	-2.5%	1.8	1354	2	1082	0.9	0.8	11	/	/
CCCC(=O)Nc1ccc(C(=O)Nc2nnc(COC)s2)cc1	1.2	0.019	0.69	-1	1	-20	i	-6	-1.7%	-1.2%	-1.6	1406	-0.48	1587	6.5	1.1	9.6	/	/
COC(=O)c1sccc1N/C=C(\C#N)S(=O)(=O)C(C)(C)C	0.7	-0.22	0.33	-0.35	/	/	/	/	/	/	-3.9	1217	-0.18	1485	/	/	/	-23	752
Cc1ccc(CNC(=O)N2CCN(C)CC2)cc1	-0.63	-0.31	-0.7	0.83	-10	-13	i	4	-6.1%	-1.3%	-1.1	536	0.23	1074	3.4	2.8	7.6	-23	743
O=C(OC1CCOC1=O)c1cc(-c2ccc(Cl)cc2)nc2ccccc12 (stereo not drawn)	0.41	-0.13	0.49	-0.43	9	6	i	-3	-5.8%	-1.4%	-1.4	1334	-0.09	1620	2.8	1.5	9.4	/	/
Cn1c(CN2CCOCC2)nnc1SCc1ccc(C#N)cc1	-0.046	-0.36	-0.34	0.61	-4	-5	i	13	-5.4%	1.2%	0.2	1525	-0.94	1517	2.9	2.2	10	-1	638
CCOc1ccc(N2C(=O)/C(=C/c3ccccn3)SC2=S)cc1	-0.46	-0.26	-0.5	1.2	/	/	/	/	/	/	-4.6	1185	-0.16	1450	/	/	/	10	703
CC(C)C(OC(=O)C1CCCO1)C(=O)NC1CCCC1 (stereo not drawn)	0.54	-0.15	0.38	-0.22	-4	-10	i	-8	-1.7%	-1.6%	-1.2	1189	/	/	1.6	2.1	9.1	/	/
CCCCOC(=O)C1[C@H]2C(=O)N(CCc3ccccc3)C[C@]23C=C[C@H]1O3 (stereo partly drawn)	-0.7	-0.25	-0.15	0.86	-2	-7	i	-6	-11%	0.4%	0.5	833	1	1114	3.5	3.2	9.4	/	/
CN(C)CCNC(=O)C(=O)NCC1OCCN1S(=O)(=O)c1ccc([N+](=O)[O-])cc1 (stereo not drawn)	0.24	-0.32	-0.22	-0.12	-17	-8	i	0	-6.6%	-1.7%	1.1	540	0.4	1221	3.7	2.2	6.1	-5	625
COc1ccc(OC)c(/C=N/NC(=O)CCc2c(C)n[nH]c2C)c1	-0.3	-0.25	-0.39	0.53	/	/	/	/	/	/	0.6	1228	1.2	1065	/	/	/	-11	720
Cn1c2c(c(=O)n3ncnc13)CCCC2	-1.1	-0.23	-0.32	1.8	/	/	/	/	/	/	-0.2	1252	0.15	928	/	/	/	11	682
CN(C)C(CNC(=O)c1cc(S(=O)(=O)N(C)c2ccccc2)ccc1Cl)c1cccs1 (stereo not drawn)	-0.81	-0.26	-0.33	0.25	-3	-9	i	-9	-3.5%	-0.3%	3.3	1101	-0.11	1226	1.9	2.3	5.0	-13	658
O=C(COC(=O)c1ccc(S(=O)(=O)N2CCCC2)cc1)Nc1ccc(F)cc1F	-0.42	-0.054	-0.14	-0.47	-3	-20	i	21	1.8%	-1.6%	-2.3	1081	0.17	1455	1.1	1.0	7.1	16	674
COc1ccc(-c2csc3nc(-c4ccccc4)oc(=O)c23)cc1OC	-0.97	0.052	-0.67	-0.36	34	21	i	-3	-1.1%	13%	0.1	1532	0.81	1039	i	/	100	-12	577
CCC(C)C(NC(=O)/C(=C\c1ccccc1)NC(=O)c1ccc(OC)cc1)C(=O)O (stereo not drawn)	-0.95	-0.34	-0.5	-0.0093	-10	0	i	0	-4.3%	-1.5%	0.7	1519	0.03	1435	4.5	1.3	7.5	16	665
COc1ccc(NC(=O)/C(Cl)=C(/Cl)S(=O)Cc2ccccc2Cl)cn1 (stereo not drawn)	-5*	2.8*	-2*	-1.1*	92	95	i	90	0.6%	-1.2%	-4.2	1145	?	/	21	9.6	33	-4	677
Cc1cc(N/C(=N/S(=O)(=O)c2cc(F)ccc2F)c2ccccc2)n(-c2ccccc2)n1	1.3	-0.16	0.82	-1.6	-2	3	i	-2	-3.1%	-1.1%	-1.0	1049	-0.72	1178	3.1	3.2	9.8	2	678
CCN(CC(=O)Nc1c(F)cccc1F)C(=O)COc1ccc2c(C)cc(=O)oc2c1	0.13	-0.27	0.087	-0.2	-15	-5	i	-6	-4.5%	-0.6%	8.8	1010	-0.26	1184	1.5	2.0	5.2	12	713
O=C(NCCc1ccncc1)C12CC3CC(CC(C3)C1)C2	-0.27	-0.092	0.16	-0.024	-12	1	i	-1	-5.0%	-0.7%	/	/	/	/	1.2	1.5	4.6	4	679
CC1=C(C(=O)NCCN2CCOCC2)C2(CCC(C)CC2)OC1=O (stereo not drawn)	0.38	-0.13	0.55	-0.25	-6	-7	i	-9	-11%	/	-0.8	1110	1	1937	4.7	2.9	6.8	19	592
CCOCCN(C(=O)c1ccccc1Cl)c1ccccc1	-0.24	-0.26	0.77	-0.6	/	/	/	/	/	/	0.0	1310	0.12	1033	/	/	/	8	759
Further records
SMILES	Dynein transport	Dynein transport cytoplasmic EGFP	Dynein transport nuclear GR-EGFP	Dynein transport cell count	WT yeast gro inh	WT yeast gro inh mutant strain	Autophagy HCS	Autophagy HCS cell loss 18 h	XIAP antagonists	ER stress rescue	bCat nuc transl	bCat nuc transl cell count 5 µM	Insulin prom up	Insulin prom up cell count	MT stabilizer	MT stabilizer Hoechst-high %	MT stabilizer cytotoxicity %	Hep lipid drop	Hep lipid drop cells 6.5 µM
CCC1CCCCN1CCCNC(=O)c1cn(CC)c2ccc(S(=O)(=O)N3CCc4ccccc4C3)cc2c1=O (stereo not drawn)	0.5	0.67	0.56	0.89	10	12	i	19	-7.6%	1.1%	-2.4	1027	-0.78	1134	1.7	2.5	15	-17	719
O=C(O)/C=C/C(=O)OC1CC2CCC1C2 (stereo not drawn)	-0.41	-0.19	0.21	0.43	/	/	/	/	/	/	0.8	1311	0.28	1084	/	/	/	0	769
CCOC(=O)C(CC)(CC)C(=O)/C=C/c1ccc(Br)cc1	-1	0.029	-0.69	-0.099	61*	13*	i	6	-4.7%	6.1%	-1.0	1305	0.13	1485	1.3	1.8	9.9	/	/
Cc1cc(NC(=NC2CC2)c2ccccc2F)n(-c2ccccc2)n1	0.13	-0.25	0.86	-0.51	5	1	i	8	-8.5%	0.2%	-2.2	1103	-0.04	1304	1.4	1.8	2.9	-2	698
Cc1nc(SCC(=O)OCc2ccccc2)c2c(=O)n(C)c(=O)n(C)c2n1	-1.3	-0.17	-0.75	0.56	-7	-6	i	15	-2.0%	-1.3%	-1.3	1076	0.86	1281	7.0	2.0	5.9	-3	602
CO/N=C/CC(=O)c1cnc(-c2ccccc2)s1	-0.3	-0.16	-0.31	-0.18	1	-1	i	21	-4.2%	-0.5%	2.9	1058	0.06	1284	3.4	2.8	12	-20	673
COc1cc(C)c(S(=O)(=O)N2CCOCC2)cc1C(C)C	2.3	-0.0037	1	-0.97	-16	-14	i	-2	-3.2%	1.7%	/	/	/	/	2.9	2.7	7.1	-2	671
O=C(NC1CCc2ccccc21)C1CCN(S(=O)(=O)c2ccc(-n3cnnn3)cc2)CC1 (stereo not drawn)	-0.026	0.003	0.25	0.69	-5	-9	i	-5	0.1%	-2.9%	-1.7	1087	-1.2	1122	2.0	1.5	1.3	1	705
CCCOC(=O)c1ccc(NC(=O)C2C3C=CC(O3)C2C(=O)O)cc1 (stereo not drawn)	-0.56	-0.19	0.079	0.034	6	4	i	0	-5.4%	0.5%	-0.5	813	0.11	911	2.4	1.9	10	/	/
NC(=O)N1CCCC1C(=O)Nc1ccc(Cl)c(Cl)c1 (stereo not drawn)	-0.086	-0.26	0.33	0.59	12	-7	i	-17	-4.0%	-0.9%	-5.7	1229	-0.35	968	1.6	1.4	6.9	3	785

This is a random part of the collection. Share with any hit: about 4%.
